# VIM-2 inh – inhibitors of Pseudomonas aeruginosa VIM-2 metallo-beta-lactamase; purified VIM-2, nitrocefin hydrolysis, epi-absorbance fluorescence; inhibition, % at 5.6 µM; actives 0.89% (n = 290,000); AID 1527;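 active = inhibition above the mean of all tested compounds plus 3 SD, cutoff set per screening run, cut at about 7.5% in these data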;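 note: red hydrolysis product quenches plate fluorescence so inhibitors raise well fluorescence; 0% = enzyme with DMSO and 100% = DMSO without enzyme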
# IDE inh – cellular human IDE inhibition; HEK cells, FAbetaB cleavage, fluorescence polarization; inhibition, % at 5.59 µM; actives 0.41% (n = 320,000); AID 434962;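 active = percent inhibition above the average of all tested compounds plus 3 SD, set per screening campaign, cut at about 16% in these data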;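 note: IDE supplied by intact live HEK cells; FP after avidin binding of uncleaved biotin substrate so inhibition keeps polarization high; 0% = DMSO wells and 100% = 60 µM reference IDE inhibitor Ii1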
# Target sequence (P14735 whole entry, looked up): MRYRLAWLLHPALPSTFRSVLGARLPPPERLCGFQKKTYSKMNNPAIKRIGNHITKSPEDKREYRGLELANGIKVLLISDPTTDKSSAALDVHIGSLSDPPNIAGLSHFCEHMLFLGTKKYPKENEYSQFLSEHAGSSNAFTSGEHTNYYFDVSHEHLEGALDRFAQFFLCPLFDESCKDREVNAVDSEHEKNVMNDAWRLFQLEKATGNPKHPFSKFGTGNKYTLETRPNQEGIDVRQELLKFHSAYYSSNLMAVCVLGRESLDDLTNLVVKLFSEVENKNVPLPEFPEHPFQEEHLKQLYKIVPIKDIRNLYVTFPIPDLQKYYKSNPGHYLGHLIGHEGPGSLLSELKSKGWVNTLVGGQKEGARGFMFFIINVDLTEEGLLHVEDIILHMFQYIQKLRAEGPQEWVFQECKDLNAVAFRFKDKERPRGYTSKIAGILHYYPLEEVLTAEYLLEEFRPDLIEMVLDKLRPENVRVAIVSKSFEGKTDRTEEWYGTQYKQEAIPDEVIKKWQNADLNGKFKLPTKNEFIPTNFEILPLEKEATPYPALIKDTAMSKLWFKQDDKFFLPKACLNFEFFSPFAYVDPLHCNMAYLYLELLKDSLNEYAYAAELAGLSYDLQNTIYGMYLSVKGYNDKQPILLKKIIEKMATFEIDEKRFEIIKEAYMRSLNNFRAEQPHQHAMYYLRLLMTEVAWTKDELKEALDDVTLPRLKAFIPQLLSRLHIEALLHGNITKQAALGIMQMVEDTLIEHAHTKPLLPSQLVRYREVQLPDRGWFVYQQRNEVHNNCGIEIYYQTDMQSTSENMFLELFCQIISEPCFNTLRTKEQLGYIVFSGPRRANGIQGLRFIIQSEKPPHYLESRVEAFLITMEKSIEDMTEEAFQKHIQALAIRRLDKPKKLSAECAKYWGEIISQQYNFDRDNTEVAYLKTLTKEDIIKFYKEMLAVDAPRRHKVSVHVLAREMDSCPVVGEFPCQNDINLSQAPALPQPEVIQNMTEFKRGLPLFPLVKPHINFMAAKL
# GPR7 antag – human neuropeptides B/W receptor 1 antagonism; GPR7-expressing cells, fluorescence antagonist assay; inhibition, % at 4.4 µM; actives 1.1% (n = 290,000); in the data active = inhibition above about 16%, passing the limit was not always enough;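 note: cells stimulated with the agonist NPW; 0% = agonist with vehicle and 100% = vehicle without agonist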
# IMP-1 inh – blocks Pseudomonas aeruginosa IMP-1 metallo-beta-lactamase; actives 0.45% (n = 290,000); inhibition, % at 5.6 µM; purified IMP-1, nitrocefin hydrolysis, epi-absorbance fluorescence;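 active = inhibition above the mean plus 3 SD of all compounds in the same screening run, cut at about 4.5% in these data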;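 note: 0% = IMP-1 with DMSO and 100% = DMSO wells lacking enzyme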
#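 System – purified recombinant IMP-1 beta-lactamase · Input – IMP-1 dispensed at 0.2 nM · Timing – 15 min preincubation plus 25 min reaction at 25 °C · Signal – Epi-absorbance fluorescence, 480 nm excitation, 530 nm emission · Measure – percent IMP-1 inhibition derived from blank-referenced optical density · Controls – Enzyme-plus-DMSO low control, enzyme-free DMSO high control · Replication – singlicate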
# M18AAP inhibitor – blocks P. falciparum M18 aspartyl aminopeptidase | actives 1.2% (n = 290,000) | AID 1822 | inhibition, % at 7.35 µM | recombinant PfM18AAP, H-Glu-NHMec fluorogenic cleavage;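 active = inhibition above the campaign mean inhibition over all tested compounds plus 3 SD, cut at about 28% in these data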;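 note: 0% = plate median of test compound wells and 100% = 2 mM ZnCl2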
# NALP1 inh – inhibitors of NALP1 inflammasome in yeast. S. cerevisiae NALP1/ASC/caspase-1 growth, X-gal OD620, 72 h. inhibition, % at 10 µM. actives 0.61% (n = 280,000). AID 2071; in the data active = inhibition mostly above about 24%, no sharp cut-off; inactive = mostly below about 32%; note: some compounds called inactive have numbers as strong as hits
# PHOSPHO1 inh – blocks human PHOSPHO1 phosphatase activity | inhibition, % at 13.3 µM | actives 1.1% (n = 290,000) | recombinant PHOSPHO1, absorbance phosphatase assay | AID 1565; in the data active = inhibition above about 60%
# p-CIP stab down – p/CIP protein destabilization | F442A p/CIP-EGFP cells, EGFP fluorescence, 16 h | decrease of EGFP signal, % at 10 µM | actives 0.01% (n = 290,000) | Q05BA5;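 active = EGFP signal decrease of at least 30% at 10 µM or well 3 SD below plate mean, unless failing retest; inactive = the rest, including hits failing retest or dose response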; note: some compounds called inactive have numbers as strong as hits; many of its hits are not listed in these tables
# IDE act – IDE (human) activation, cell-based; AID 493087; P14735; HEK cells, FAbeta-B cleavage, fluorescence polarization; 0% vehicle, 100% cell-free pure enzyme wells; actives 0.073% (n = 340,000); activation, % at 5.96 µM;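 active = activation above the mean of all tested compounds plus 3 SD, set per screening campaign, cut at about 17% in these data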
# The depositor's hits bear a star; . = no result given.
cpd	smiles	VIM-2 inh	IDE inh	GPR7 antag	IMP-1 inh	M18AAP inhibitor	NALP1 inh	PHOSPHO1 inh	p-CIP stab down	IDE act
1	Cc1ccc2cc(/C=C3\N=C(c4ccccc4)OC3=O)c(N3CCOCC3)nc2c1	-0.6	2	-8	0.4	-4	1	-3	-2	.
2	COC(=O)c1cc(C(=O)OC)[nH]n1	-0.1	-2	-4	-0.2	-4	3	24	-13	0
3	COc1ccc(/C=C(/NC(=O)c2ccccc2)c2nc3ccccc3[nH]2)cc1OC	-6.2	5	-5	-3.4	5	7	26	-18	4
4	CCNC(=O)CN(c1ccc(Br)c(C)c1)S(C)(=O)=O	-2.0	-1	-3	-1.8	0	-13	50	2	-6
5	CC(c1ccccc1)N1CC(C(=O)N2CCN(c3ccc(F)cc3)CC2)CC1=O (stereo unspecified)	-1.0	3	1	-0.9	1	16	-17	-6	5
6	CCOC(=O)CSc1nnc(CNC(=O)c2ccc(S(=O)(=O)N3CCOCC3)cc2)n1C	-2.3	4	-9	-1.2	0	-22	-20	-6	1
7	C/[N+]([O-])=C\c1coc2ccccc2c1=O	-1.1	3	-7	0.1	-4	-5	14	8	6
8	NNC(=O)[C@@H]1C[C@@H]1c1ccccc1	-4.9	1	-2	-1.6	-9	.	1	-18	6
9	Cc1cccc(N2C(=O)CC(SC(N)=Nc3ccccc3)C2=O)c1 (stereo unspecified)	0.3	-1	3	0.6	-16	3	5	-11	6
10	CNC(=O)c1c(O)c2cccc3c2n(c1=O)CCC3	9.5*	.	-3	-3.5	5	0	-2	7	-2
11	c1ccc(N2CCN(c3nc(NCc4ccco4)c4ccccc4n3)CC2)cc1	-1.0	-1	5	-5.2	-27	.	12	-10	-4
12	CC(=O)N(C(C)=O)N1C(=O)C2C3c4ccccc4C(c4ccccc43)C2C1=O (stereo unspecified)	0.0	8	-20	-3.7	3	-5	16	8	0

# Other records follow.
cpd	smiles	VIM-2 inh	IDE inh	GPR7 antag	IMP-1 inh	M18AAP inhibitor	NALP1 inh	PHOSPHO1 inh	p-CIP stab down	IDE act
13	O=c1c2ccccc2[nH]c(=S)n1CC1CCCO1 (stereo unspecified)	-3.5	2	-16	-3.2	7	.	.	.	1
14	OCCCNCc1ccc(N(c2ccccc2)c2ccccc2)cc1	-0.9	-5	5	-2.5	3	29	-38	-11	5
15	COc1ccccc1/C=C/C(=O)OCCN1CCOCC1	-2.3	-3	-3	-2.4	1	20	-5	0	0
16	COc1ccc(C(C(=O)NC(C)(C)C)N(C(=O)CCC(=O)Nc2cc(C)on2)c2cc(C)cc(C)c2)cc1 (stereo unspecified)	-2.0	9	-4	-4.0	-1	8	11	-2	2
17	O=C(CCNC(=O)c1ccco1)NCc1ccccc1	0.4	-1	-6	-0.8	3	6	9	3	0
18	CCN(Cc1ccccc1)C(=O)c1cc(COc2c(F)cccc2F)on1	0.0	4	-12	-2.7	0	-56	-12	12	2
19	CC(C)(C)C1CCc2onc(C(=O)N3CCOCC3)c2C1 (stereo unspecified)	-6.6	2	-8	-1.0	3	-12	-23	-6	3
20	Cc1cc(NC(=O)CSC2=Nc3ccccc3C3=NC(Cc4ccccc4)C(=O)N23)n[nH]1 (stereo unspecified)	-1.6	3	9	-2.0	-2	4	19	8	-5
21	COc1nc(OC)nc(N2CCC(C(=O)NC3CCCCCC3)CC2)n1	-1.4	1	-13	-0.9	2	6	-10	3	6
22	CCn1c2ccccc2c2cc(NC(=O)c3cc(OC)c(OC)c(OC)c3)ccc21	-6.9	4	10	-2.0	2	7	12	-29	1
23	Cc1cccc(OCCn2c(S(=O)(=O)O)nc3ccccc32)c1	-3.5	-1	-9	-2.9	2	7	-7	-16	4
24	COC(=O)c1ccc(CSc2nnc(C)n2N)o1	-1.6	-2	-3	-6.5	3	9	-2	-18	-2

# Continuation:
cpd	smiles	VIM-2 inh	IDE inh	GPR7 antag	IMP-1 inh	M18AAP inhibitor	NALP1 inh	PHOSPHO1 inh	p-CIP stab down	IDE act
25	COc1ccccc1Nc1c2c(nc3ccccc13)CCC2	9.4*	6	4	-4.4	5	8	.	6	-4
26	NNC(=O)Cn1nnc(-c2ccc(C(F)(F)F)cc2)n1	-2.2	-2	-8	-2.1	-3	.	22	-1	.
27	COc1nc(-c2ccc(Cl)cc2)ccc1-c1noc(-c2ccncc2)n1	-1.6	.	-19	-5.7	6	.	.	.	.
28	Cc1cc(C)cc(NC(=O)CCc2c(C)nn(-c3ccc(N4CCOCC4)nn3)c2C)c1	-2.5	-1	-12	-1.8	-1	-12	17	4	2
29	Cc1ccc(OCC(=O)N/N=C2/SCC(=O)N2Cc2ccccc2)cc1	-3.9	4	-4	-0.4	-10	24	-12	3	6
30	Cc1c(NC(=O)c2ccc3c(c2)C(=O)N(Cc2ccco2)C3=O)cccc1C(=O)O	-0.3	3	9	-1.6	-5	23	9	-3	3
31	O=c1oc2ccccc2c(O)c1/C=N/c1ccccn1	-1.0	3	3	-1.2	-17	-19	5	4	3
32	COc1ccc(C(C(=O)NC2CCCCC2)N(C(=O)c2sc(C)nc2C)c2ccc(C(C)=O)cc2)cc1 (stereo unspecified)	-3.1	2	-20	-1.3	1	2	52	-2	-1
33	C=CCn1c(=NC(=O)CN2C(=O)CCC2=O)sc2cc(S(N)(=O)=O)ccc21	-2.8	6	-6	-4.3	-4	29	-56	-12	3
34	Cc1ccc(S(=O)(=O)N(C)S(=O)(=O)c2ccc(C#N)cc2)cc1	-1.8	-1	25*	-1.0	3	9	40	-5	.
35	CC1(C)Cc2c(sc3nc(-c4ccccc4)oc(=O)c23)CO1	-2.2	9	-3	-1.7	0	34	6	4	4
36	COCCNC(=O)C(=O)N/N=C(\C)CC(=O)Nc1ccc2c(c1)OCO2	1.7	2	-8	-0.1	18	-6	-5	14	-1

# Part of the list above in order of count of non-hydrogen atoms, ascending:
cpd	smiles	VIM-2 inh	IDE inh	GPR7 antag	IMP-1 inh	M18AAP inhibitor	NALP1 inh	PHOSPHO1 inh	p-CIP stab down	IDE act
24	COC(=O)c1ccc(CSc2nnc(C)n2N)o1	-1.6	-2	-3	-6.5	3	9	-2	-18	-2
26	NNC(=O)Cn1nnc(-c2ccc(C(F)(F)F)cc2)n1	-2.2	-2	-8	-2.1	-3	.	22	-1	.
35	CC1(C)Cc2c(sc3nc(-c4ccccc4)oc(=O)c23)CO1	-2.2	9	-3	-1.7	0	34	6	4	4
34	Cc1ccc(S(=O)(=O)N(C)S(=O)(=O)c2ccc(C#N)cc2)cc1	-1.8	-1	25*	-1.0	3	9	40	-5	.
27	COc1nc(-c2ccc(Cl)cc2)ccc1-c1noc(-c2ccncc2)n1	-1.6	.	-19	-5.7	6	.	.	.	.
33	C=CCn1c(=NC(=O)CN2C(=O)CCC2=O)sc2cc(S(N)(=O)=O)ccc21	-2.8	6	-6	-4.3	-4	29	-56	-12	3
30	Cc1c(NC(=O)c2ccc3c(c2)C(=O)N(Cc2ccco2)C3=O)cccc1C(=O)O	-0.3	3	9	-1.6	-5	23	9	-3	3
28	Cc1cc(C)cc(NC(=O)CCc2c(C)nn(-c3ccc(N4CCOCC4)nn3)c2C)c1	-2.5	-1	-12	-1.8	-1	-12	17	4	2
32	COc1ccc(C(C(=O)NC2CCCCC2)N(C(=O)c2sc(C)nc2C)c2ccc(C(C)=O)cc2)cc1 (stereo unspecified)	-3.1	2	-20	-1.3	1	2	52	-2	-1

# Next entries:
cpd	smiles	VIM-2 inh	IDE inh	GPR7 antag	IMP-1 inh	M18AAP inhibitor	NALP1 inh	PHOSPHO1 inh	p-CIP stab down	IDE act
37	CCC(C)NC(=O)c1ccc2c(c1)S(=O)(=O)c1ccccc1C2=O (stereo unspecified)	-1.5	.	-11	0.0	2	4	10	-7	1
38	Brc1cc2c(cc1Br)OCCOCCOCCO2	-1.7	4	-8	-0.9	2	-7	32	-15	1
39	CCCCC[C@H]1CN(CCc2ccccc2)C(=O)[C@@H]1CC(=O)NCc1ccc(OC)cc1	0.4	1	6	1.4	5	8	-19	2	6
40	CCCc1nc2n[nH]c(N)c2c2c1CCCC2	-0.2	3	-11	-4.6	-26	-13	-4	-8	1
41	Cn1c(-c2sccc2OCc2cccc(C(F)(F)F)c2)n[nH]c1=S	27*	-4	-1	-3.0	14	11	37	2	-2
42	COc1ccccc1Cn1c(=S)[nH]c2cc(C(=O)N3CCN(C)CC3)ccc2c1=O	-5.3	-4	8	-3.7	-2	-1	32	-6	-9
43	O=C(NNC(=O)c1ccco1)Nc1ccccc1	-1.4	.	17	1.0	49*	0	42	-14	3
44	Fc1ccccc1N=C1Nc2cccc3cccc1c23	-4.1	-6	-11	-3.5	5	0	53	-11	10
45	CCc1[nH]nc(C(=O)N2CCCC(CCC(=O)N3CCN(c4ccccn4)CC3)C2)c1C (stereo unspecified)	-0.6	2	-8	-1.4	0	4	40	-11	3
46	CCCCCN(C(=O)CCC(=O)OCC(=O)Nc1ccc(C)cc1F)c1c(N)n(CCCC)c(=O)[nH]c1=O	-1.5	-1	-9	-2.1	-6	-4	22	-2	0
47	O=c1[nH]c(C2CCN(S(=O)(=O)c3ccc4c(c3)OCCO4)CC2)nc2c1nnn2Cc1ccccc1F	2.3	2	-4	1.3	10	6	12	11	3
48	COc1cccc(C(=O)NC2CC(C)(C)NC(C)(C)C2)c1OC	-1.6	0	-4	16*	-1	9	40	-12	0

# Additional results follow:
cpd	smiles	VIM-2 inh	IDE inh	GPR7 antag	IMP-1 inh	M18AAP inhibitor	NALP1 inh	PHOSPHO1 inh	p-CIP stab down	IDE act
49	Cc1ccc(NC(=O)CCc2nnc3ccc(NCc4ccco4)nn23)nc1	-1.6	-3	4	-1.2	16	20	8	-14	5
50	CCCc1n(CC(O)COCC2CC=CCC2)c2ccccc2[n+]1C (stereo unspecified)	-4.0	-3	3	-0.7	0	5	22	-5	1
51	CCOC(=O)C1CCN(C(=O)CC(C)c2ccccc2)CC1 (stereo unspecified)	-0.7	6	-2	-0.6	-5	9	-22	-16	2
52	CCC(=O)Nc1ccc(-c2ccc(N3CCC(C)CC3)nn2)cc1	-1.6	5	-9	-4.2	-4	14	7	-3	2
53	COc1cccc(C2CC3(CC(C)(C)NC(=S)N3)Oc3cc(O)ccc32)c1 (stereo unspecified)	-3.0	14	-8	-2.0	14	5	-4	-4	-1
54	COc1cc(C(=S)N2CCCC2)cc(Cl)c1O	1.8	2	-7	-1.6	-6	-12	44	-22	2
55	O=C(CCn1ccc2ccccc21)NC1CCCc2ccccc21 (stereo unspecified)	-0.9	-3	6	-3.7	-1	12	-1	-1	5
56	Cc1nnc(OC(C)C)c2nn(-c3ccccc3F)c(C)c12	-0.4	5	3	-2.3	-3	6	8	-14	-1
57	COc1cccc(/C=C/C(=O)OCC(=O)N2c3ccccc3NC(=O)C2(C)C)c1	-2.8	-7	2	-3.2	-3	29	4	-2	1
58	FC(F)(F)c1cnc(NNC(=S)Nc2cccnc2)c(Cl)c1	-0.2	7	0	-0.3	25	0	-82	9	3
59	O=[N+]([O-])c1cc(C(F)(F)F)ccc1N1CCN(S(=O)(=O)c2ccc3c(c2)CCCC3)CC1	0.6	-4	-5	-0.9	-4	18	1	-20	3
60	O=C(CSc1ccc(Br)c2cccc(Cl)c12)Nc1ccc(S(=O)(=O)Nc2nccs2)cc1	-3.7	2	-19	-1.8	9	9	30	-3	3
61	COc1cccc(OC)c1C(=O)N1CCN(Cc2ccncc2)CC1	-5.2	-4	-17	-2.4	4	27	37	-10	-1

# Rows were taken by chance, and some 5.3% of all compounds hit somewhere here.
